Cycloheximide cs: affects cycloheximide protein synthesis inhibition readout, counter-screen | max response, % | cell reporter, cycloheximide protein synthesis inhibition counterscreen | actives 12% (n = 300,000) | AID 2314; in the data active = max response mostly above about 13%, no sharp cut-off; inactive = mostly below about 14%; also: read at 38.3 µM for the half of the compounds with a filed dose; 0% is about no effect
AMA1 RON2 block: AMA1-RON2 (P. falciparum) interaction inhibition; AlphaScreen AMA1-biotinylated RON2 peptide binding; Potency, µM (top dose mostly 58.2 µM), inactives show at the highest dose activity change, negative = inhibition, usual class: inhibitors; actives 0.2% (n = 360,000); AID 720542;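 also: potency is read from the fitted curve at half-maximal effect; 0% = vehicle wells and -100% = peptide control; nearly all actives have a fitted effect of over 45% in size; some results filed as inactive show a strong effect at the top dose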
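AMA1 (3D7) with his tag at 25 nM final met compounds first, then biotinylated RON2 peptide at 25 nM; detection used donor plus acceptor beads, 10 µg/mL apiece, read by AlphaScreen after 30 min at room temperature.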
Pf growth 48h: P. falciparum growth inhibition at 48 hours (one generation) | P. falciparum luciferase growth in erythrocytes, 48 h | actives 5.9% (n = 310,000) | Potency, µM (titrated, usually from 28.7 µM), for the others: top-dose activity change, negative = inhibition, usual class: inhibitors; also: potency is read from the fitted curve at half-maximal effect; % is scaled to controls: 0 for no effect and ±100 for the full control effect
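Parasite viability was followed by luminescence of a genomically integrated firefly luciferase. Cultures held 0.1% parasitemia at 2% hematocrit (final), incubated under 5% CO2 at 37 C.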
Pf growth 96h: inhibits malaria parasite growth, 96 h | P. falciparum luciferase reporter growth, 96 h | Potency, µM (titrated, usually from 28.7 µM), without a hit: top-dose activity change, negative = inhibition, actives largely listed as inhibitors | actives 6.9% (n = 320,000); also: potency is read from the fitted curve at half-maximal effect; % is scaled to controls: 0 for no effect and ±100 for the full control effect
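96 h incubation, 37 C, 5% CO2, of luciferase-reporter P. falciparum-infected RBCs (2% hematocrit, 0.05% parasitemia final) with test compounds; endpoint luminescence.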
Shiga toxin inh: Shiga toxin inhibition; Vero cells, Shiga toxin protein synthesis inhibition reporter; inhibition, % at 38.7 µM; actives 9.2% (n = 290,000); in the data active = inhibition mostly above about 28%, no sharp cut-off; inactive = mostly below about 43%; also: 0% is about no effect
LmPK inhibitor: blocks Leishmania mexicana pyruvate kinase activity; purified LmPK, Kinase-Glo ATP luminescence, 1 h; Potency, µM (top dose mostly 57.5 µM), for inactives: top-dose activity change, negative = inhibition, actives largely listed as inhibitors; actives 0.37% (n = 290,000); also: potency is read from the fitted curve at half-maximal effect; % is scaled to controls: 0 for no effect and ±100 for the full control effect
Target sequence (Q27686 whole entry, looked up): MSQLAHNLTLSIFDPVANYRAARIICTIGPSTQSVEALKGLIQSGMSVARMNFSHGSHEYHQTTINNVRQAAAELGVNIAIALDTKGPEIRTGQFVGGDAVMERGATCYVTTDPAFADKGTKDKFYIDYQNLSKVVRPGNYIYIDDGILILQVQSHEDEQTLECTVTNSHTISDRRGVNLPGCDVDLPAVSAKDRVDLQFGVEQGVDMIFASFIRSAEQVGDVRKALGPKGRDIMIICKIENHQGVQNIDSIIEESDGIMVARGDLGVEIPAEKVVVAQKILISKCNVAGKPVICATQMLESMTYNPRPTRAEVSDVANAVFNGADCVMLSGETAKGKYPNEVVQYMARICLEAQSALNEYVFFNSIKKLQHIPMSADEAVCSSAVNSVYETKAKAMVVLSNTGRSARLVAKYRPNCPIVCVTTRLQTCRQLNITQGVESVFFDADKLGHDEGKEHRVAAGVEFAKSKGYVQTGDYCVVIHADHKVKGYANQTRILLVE
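In 50 mM imidazole pH 7.2 with 7 mM MgCl2, LmPK (0.1 nM) turned over PEP (0.5 mM) and ADP (0.1 mM) for 1 h at room temperature. Luciferase read-out of ATP.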
TbPYK inhibitor: inhibitors of Trypanosoma brucei pyruvate kinase. Q57TT1. TbPYK enzyme, Kinase-Glo Plus ATP luminescence, 45 min. Potency, µM (top dose mostly 76.8 µM), inactives show at the highest dose activity, negative = inhibition, hits mostly inhibitors. actives 0.12% (n = 410,000). AID 624173; also: potency is read from the fitted curve at half-maximal effect; % is scaled to controls: 0 for no effect and ±100 for the full control effect; nearly all actives have a fitted effect of over 50% in size
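ADP (130 uM final) triggers the TbPYK reaction after compound addition; incubation is 45 min at room temperature. Kinase-Glo Plus is then added and luminescence imaged. Normalized data are fitted to concentration-effect curves.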
The depositor's hits bear a star; ? = inconclusive; · = not tested or not shown; & = joins results of further samples; [ ] = dose if it differs, or a comment. Unless noted, calls follow the shape of the dose curve; as a rule, active = well fitted curve in the direction sought with a large enough effect; inconclusive = small, poorly fitted or top-dose-only effect, or another doubt; inactive = no such curve, though single readings can be large; an effect the other way counts as inactive or inconclusive. No enrichment for hits. Share with any hit: about 21%.

SMILES | Cycloheximide cs | AMA1 RON2 block | Pf growth 48h | Pf growth 96h | Shiga toxin inh | LmPK inhibitor | TbPYK inhibitor
CCOC(=O)CSc1nc(C(C)(C)C)nc2ccccc12 | -4 | 23% | -1% | 19% | 6 | -13% | 1%
CN(C)Cc1ccc(F)cc1Sc1cc(Cl)ccc1Cl | -1 | ? | 8% | -4% | -4 | 0% | 8%
CCOC(=O)c1c(NC(=O)c2c(-c3ccccc3)noc2C)sc(C)c1-c1ccccc1 | -6 | -9% | · | 6.6µM* | -5 | -3% | 1%
O=C(Cn1cnc2c(cnn2-c2ccc(Cl)cc2)c1=O)NC1CCCCC1 | -4 | 2% | 7% | 16% | -8 | 4% | 9%
O=c1[nH]c(C2CC2)nc2sc3c(c12)CCCC3 | -2 | 0% | -2% | 21% | -1 | -1% | 0%
CCN(CC)c1ccc(/C=N/NC(=O)C(O)c2ccccc2)cc1 (configuration not stated) | 14 | -5% | -9% | -19% | 7 | 2% | -4%
COc1cccc(N/C(=N/C(=S)Nc2ccc(C)cc2C)Nc2nc(C)cc(C)n2)c1 | 3 | 32%[activator] | 4.1µM* | 3.3µM* | 8 | 2% | -1%
C=CCN1C(=O)/C(=C/C=C2/N(CC)c3ccc(S(=O)(=O)N(C)C)cc3N2CC)SC1=S | -4 | 0% | ? | -3% | -11 | -16% | -25%
CCOC(=O)C1CCCN(C(=O)Cn2c(=O)c3cccn3c3cccnc32)C1 (configuration not stated) | -11 | -4% | -12% | 10µM* | -1 | -16% | 3%
CCOc1ccc(-n2c(SCC(=O)Nc3ccc4c(c3)OCO4)nc3ccccc3c2=O)cc1 | -1 | -20% | ? | 20% | -11 | 6% | -6%
COc1ccc(Cc2n[nH]c(=S)n2Cc2ccccc2)cc1Cl | 3 | 40%[activator] | ? | -56%[5.75 µM] | 14 | -20% | ?
CCCCC(=O)Nc1nnnn1CCC | -2 | 8% | -9% | 1% | -3 | 0% | -2%
CC(=O)N1N=C(c2ccco2)CC1c1cccs1 (configuration not stated) | 5 | -3% | -9% | -2% | -5 | 3% | -2%
COc1ccc(NC(=O)CSc2nc(O)c(Cc3ccccc3)c(=O)[nH]2)cc1 | 9 | 14% | ? | 8%[5.75 µM] | 14 | 3% | 2%
CN(c1cccc(NC(=O)CN(c2ccc(Cl)c(Cl)c2)S(=O)(=O)c2ccccc2)c1)S(C)(=O)=O | -2 | 2% | ? | ? | -3 | 4% | -15%

Among those listed so far, four have a halogen.
SMILES | Cycloheximide cs | AMA1 RON2 block | Pf growth 48h | Pf growth 96h | Shiga toxin inh | LmPK inhibitor | TbPYK inhibitor
CN(C)Cc1ccc(F)cc1Sc1cc(Cl)ccc1Cl | -1 | ? | 8% | -4% | -4 | 0% | 8%
O=C(Cn1cnc2c(cnn2-c2ccc(Cl)cc2)c1=O)NC1CCCCC1 | -4 | 2% | 7% | 16% | -8 | 4% | 9%
COc1ccc(Cc2n[nH]c(=S)n2Cc2ccccc2)cc1Cl | 3 | 40%[activator] | ? | -56%[5.75 µM] | 14 | -20% | ?
CN(c1cccc(NC(=O)CN(c2ccc(Cl)c(Cl)c2)S(=O)(=O)c2ccccc2)c1)S(C)(=O)=O | -2 | 2% | ? | ? | -3 | 4% | -15%

(list continues)
SMILES | Cycloheximide cs | AMA1 RON2 block | Pf growth 48h | Pf growth 96h | Shiga toxin inh | LmPK inhibitor | TbPYK inhibitor
Cc1cccc(-c2nc(C#N)c(N3CCC(C)CC3)o2)c1 | 2 | 18% | 33%[activator] | 27% | -9 | 5% | -1%
OC(COC1CCCCC1)CN1CCN(c2ccccc2)CC1 (configuration not stated) | -4 | -4% | 23% | · | 6 | -6% | 3%
CCN(CC)C(C)C#CCC(c1ccccc1)c1ccccc1 (configuration not stated) | -4 | · | ? | ? | 1 | 0% | ·
CCOc1ccccc1NC(=O)C1CCCCN1S(=O)(=O)c1ccc(F)cc1 (configuration not stated) | -1 | -2% | ? | · | 46 | 1% | 2%
Cc1ccc(S(=O)(=O)N2CCN(C(=O)CN3CCCSc4ccccc43)CC2)cc1 | · | -4% | ? | ? | · | · | 0%
Cc1ccc(CNC(=O)CSCc2ccc(F)cc2)cc1 | 7 | -1% | 0% | 9% | 18 | -1% | 1%&3%
Cc1ccc(OCC(=O)NCCN2CCOCC2)cc1C | 1 | 0% | 2% | 32%[activator] | -8 | -2% | -13%
COc1ccc(NC(=O)N2CCCC(c3nc(-c4ccc(C(C)C)cc4)no3)C2)cc1 (configuration not stated) | 32* | 4% | 37%[activator] | 8.3µM* | 21 | 0% | -9%
CCC(=O)NC(=S)Nc1cccc(-c2nc3ncccc3o2)c1 | -3 | -2% | 6% | 11% | -3 | -1% | 3%
COc1ccc(-c2cc3ccccc3n2CC(O)CN2CCCCC2)cc1 (configuration not stated) | -1 | -29% | -21% | ? | -12 | -4% | -3%
Cc1ccc(OCCn2cnc3ccccc3c2=O)c([N+](=O)[O-])c1 | 50* | 4% | 100%[activator] | ? | 52* | 2% | 4%
Cn1c(C(=O)NCCN2CCOCC2)cc2sccc21 | 36 | -26% | 20% | -20% | 72 | 0% | 1%
CCn1cc(C(=O)N[C@@H](CC(C)C)C(=O)NCCCn2ccnc2)c(=O)c2cc3c(cc21)OCO3 | 9 | 0% | ? | ? | -8 | -1% | 0%
COc1cc(/C=C2\SC(=S)N(CC(=O)NC3=NCCS3)C2=O)cc(OC)c1OC | -2 | 29% | ? | 23% | 3 | 1% | -1%
Cc1c(N/C=C(\Cl)C(=O)C(F)(F)F)c(=O)n(-c2ccccc2)n1C | -4 | 25% | ? | 18% | -2 | 12% | -2%
COc1ccc2nc(NNC(=O)c3cc(=O)c4ccccc4o3)sc2c1 | 43* | 54%[activator] | ? | ? | 66* | -12% | -30%
Cc1ccc(NNC(=O)c2ccno2)cc1C | -4 | -15% | -2% | 18% | -3 | 2% | 0%
CSc1ccccc1C(=O)Nc1cccc(C(C)=O)c1 | 12 | 11% | 3% | · | -2 | -2% | ?
Cc1ccc(NC(=O)CC2C(=O)NC3CCCCC3N2C(=O)c2ccc(F)cc2)cc1C (configuration not stated) | 0 | 2% | ? | 17% | -22 | -8% | -1%
CCCC(=O)Nc1ccc(C(=O)/C=C/c2ccc(SC)cc2)cc1 | 22 | -4% | ? | ? | 28 | 6% | -4%
COc1cccc(CN2CCNC(=O)C2CC(=O)NCc2cn3ccc(C)cc3n2)c1OC (configuration not stated) | -1 | 33%[activator] | 1% | 5% | 8 | -3% | 3%
CCNC(=S)NNc1nncc2ccccc12 | 10 | 24% | 16% | ? | 25 | 8% | 5%
CCOc1ccc(NC(=S)N2CCCN(Cc3cccc(Cl)c3)C2)cc1 | -12 | 25% | ? | 53% | 9 | 0% | -4%
COc1cc(C(=O)N2CCSCC2)ccc1OC1CCN(C(C)=O)CC1 | 2 | 20% | 1% | ? | -20 | -10% | 2%
CS(=O)(=O)N1CCCC(C(=O)NCCN2CCC(Cc3ccccc3)CC2)C1 (configuration not stated) | 1 | 7% | ? | ? | -8 | -2% | -2%
CCOC(=O)c1c(-c2ccc(F)cc2)csc1NC(=O)CN1C(=O)NC2(CCCCC2C)C1=O (configuration not stated) | -1 | 19% | 10µM* | 9.3µM* | 2 | 3% | 9%
COc1ccccc1CNC(=O)CN(c1ccc(C)cc1)S(=O)(=O)c1c(C)n[nH]c1C | -2 | 9% | ? | 5% | 3 | 8% | 3%
O=C1CCC([N+](=O)[O-])C(c2ccc(Cl)cc2)N1 (configuration not stated) | -3 | -8% | 32%[activator] | 0% | -15 | 1% | 4%
C=CCc1ccccc1OCC(O)CN1CCN(c2ccc(C)cc2)CC1 (configuration not stated) | -1 | ? | ? | 9.3µM* | 9 | 2% | 0%
O=C(NN1C(=O)C2C3CCC(O3)C2C1=O)c1ccco1 (configuration not stated) | -3 | -11% | -3% | ? | -8 | -1% | 3%

Only Cycloheximide cs, Pf growth 96h and Pf growth 48h (3 entries from above):
| smiles | Cycloheximide cs | Pf growth 96h | Pf growth 48h |
| --- | --- | --- | --- |
| Cc1ccc(CNC(=O)CSCc2ccc(F)cc2)cc1 | 7 | 9% | 0% |
| Cc1ccc(OCC(=O)NCCN2CCOCC2)cc1C | 1 | 32%[activator] | 2% |
| COc1ccc(NC(=O)N2CCCC(c3nc(-c4ccc(C(C)C)cc4)no3)C2)cc1 (configuration not stated) | 32* | 8.3µM* | 37%[activator] |

(list continues)
SMILES | Cycloheximide cs | AMA1 RON2 block | Pf growth 48h | Pf growth 96h | Shiga toxin inh | LmPK inhibitor | TbPYK inhibitor
O=C(CSC(=S)N1CCOCC1)Nc1nccs1 | 0 | 11% | 5% | 13% | -10 | -1% | 29%
Cc1cc(/C=C2\SC(=S)NC2=O)c(C)[nH]1 | 6 | 12% | -6% | 2% | 26 | -3% | 0%
O=C(COC(=O)C1COc2ccccc2O1)NC(=O)NC1CCCC1 (configuration not stated) | -5 | -10% | 11% | · | -29 | 5% | 7%
Cc1c(Nc2cc(N3CCOCC3)c3nonc3c2[N+](=O)[O-])c(=O)n(-c2ccccc2)n1C | -1 | · | -7% | ? | -9 | 0% | ·
Cc1ccccc1OCC(=O)N(CC(C)C)c1c(N)n(CC(C)C)c(=O)[nH]c1=O | 9 | -4% | -3% | ? | -4 | 3% | 8%
Cc1cccc(N=C2NN=C(c3ccccc3F)CS2)c1C | 34* | -13% | -31% | 0% | 51* | 2% | -5%
CCOc1ccccc1CNC(=O)c1cc2oc3ccccc3c2n1CC | 13 | -15% | · | 1.2µM* | -16 | 2% | -2%&-2%
COc1cc([N+](=O)[O-])ccc1NC(=O)NNC(=O)c1sccc1C | 26* | 72%[activator] | 40%[activator] | 6% | 35* | 10% | -15%
CCCCN=Cc1sc2ccc(OCC)cc2c1O | 69* | 3% | 50%[activator] | ? | 67* | 9% | -12%
CC(C)c1nc2c(c(=O)n(C)c(=O)n2C)n1C | -7 | 2% | 20% | 1% | -8 | 3% | 0%

Bioassay records (PubChem BioAssay)
